MITF TRPM1 HTS = activators of MITF-driven TRPM1 promoter activity in SK-MEL-5 cells. SK-MEL-5 TRPM1-promoter luciferase, 24 h; % of positive control, neutral wells = 0. activation, % at 12.5 µM. 300,000 compounds, 0.75% hits. AID 588334;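 active = mean activation of at least 80% with every replicate also reaching 80%; inconclusive = mean reaches 80% but some replicate falls short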;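 note: 0% = neutral control wells and 100% = parthenolide positive control wells; values of inactives mirror those of a sister screen read the other way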
Wnt act = Wnt/beta-catenin pathway activation; Wnt/beta-catenin reporter cell assay, activator, plate reader; 300,000 compounds, 1.2% hits; AID 743398; activation, % at 9.35 µM; in the data active = activation above about 30%, passing the limit was not always enough; inconclusive = no clear call, values can overlap the other calls;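 note: 0% = neutral control wells and 100% = positive control wells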
phage Ecoli inh = E. coli growth loss with phage present | 360,000 compounds, 0.26% hits | growth absorbance | inhibition, % at 11.9 µM; in the data active = inhibition above about 11%
CAL PDZ FP-1 = human CAL PDZ-peptide interaction inhibition; inhibition, % at 20 µM; purified CAL PDZ, TMR-peptide fluorescence polarization, 1 h; 330,000 compounds, 0.02% hits; AID 504414; Q9HD26;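 active = highest replicate inhibition of at least 40%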;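 note: plate controls were DMSO neutral control wells for no effect and unlabeled competitor peptide control wells for full effect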
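Material: tagged CAL PDZ protein CerCALP, purified; buffer or medium: sodium phosphate/NaCl buffer pH 7.4 with TCEP, IgG, Thesit; also added: fluorescent TMR peptide probe; schedule: 1 h incubation at room temperature before polarization reading; technique: fluorescence polarization from S- and P-plane intensities, G-factor corrected; control set: unlabelled peptide and DMSO controls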
AddAB inh = less growth of phage-infected E. coli with AddAB | E. coli expressing H. pylori AddAB, absorbance growth | inhibition, % at 11.9 µM | 330,000 compounds, 0.29% hits; in the data active = inhibition above about 12%;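 note: 0% = vehicle wells of infected cells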
SR-BI DiI-HDL act = activators of SR-BI mediated HDL lipid uptake; activation, % at 12.5 µM; AID 504775; 320,000 compounds, 0.096% hits; CHO ldlA[mSR-BI] cells, DiI-HDL uptake fluorescence, 3 h; 100 = double the neutral-control signal;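 active = mean replicate activation of at least 60% and every replicate at or above 60%; inconclusive = mean or all-replicate condition met, but not both; inactive = mean below 60% and not all replicates reaching 60%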;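 note: 0% = median plate neutral-control signal and 100% = twice that signal; values of inactives mirror those of a sister screen read the other way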
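Assay system: CHO ldlA[mSR-BI] cells, LDL receptor-null, SR-BI overexpressing; medium: Ham's F12 with 0.5% BSA, HEPES 25 mM, pH 7.4; also added: DiI-HDL 10 µg/mL; timing: 3 h uptake period with compound, 37 °C; signal: DiI fluorescence, bottom read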
SR-BI DiI inh = blocks mouse SR-BI lipid uptake from DiI-HDL; 320,000 compounds, 0.96% hits; ldlA[mSR-BI] CHO cells, DiI-HDL uptake fluorescence, 3 h; inhibition, % at 12.5 µM; AID 488896; Q61009;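 active = mean replicate inhibition of at least 70% and a set share of replicates each scoring 70 or more; inconclusive = meets just one of the two criteria; inactive = fails both criteria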;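 note: 0% = median of neutral control wells and 100% = median of positive control wells; values of inactives mirror those of a sister screen read the other way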
Target sequence (Q61009 whole entry, looked up): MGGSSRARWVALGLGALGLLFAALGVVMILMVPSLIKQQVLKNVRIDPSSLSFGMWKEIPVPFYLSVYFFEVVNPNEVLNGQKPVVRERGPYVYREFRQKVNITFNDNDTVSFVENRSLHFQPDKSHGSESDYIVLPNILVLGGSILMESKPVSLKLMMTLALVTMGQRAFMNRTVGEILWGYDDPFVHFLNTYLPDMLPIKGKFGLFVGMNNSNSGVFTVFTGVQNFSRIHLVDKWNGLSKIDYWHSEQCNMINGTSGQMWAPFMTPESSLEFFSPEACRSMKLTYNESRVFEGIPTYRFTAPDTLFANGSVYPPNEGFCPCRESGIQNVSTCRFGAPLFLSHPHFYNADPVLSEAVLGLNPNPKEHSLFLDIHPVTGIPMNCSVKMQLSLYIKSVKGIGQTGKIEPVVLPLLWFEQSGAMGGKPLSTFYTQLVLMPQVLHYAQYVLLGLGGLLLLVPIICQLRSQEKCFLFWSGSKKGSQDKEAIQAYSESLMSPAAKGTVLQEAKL
Ecoli viability = bacterial growth inhibition, counter-screen for AddAB inhibitors | E. coli V3065 growth, OD600 absorbance, 18 h | AID 449728 | inhibition, % at 11.9 µM | 330,000 compounds, 0.27% hits;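 active = inhibition above the campaign's mean inhibition across all tested compounds plus 3 SD, cut at about 9.9% in these data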;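 note: uninfected addAB+ strain grown without phage in ampicillin broth; 0% = DMSO wells and 100% = ciprofloxacin 0.95 µg/ml wells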
CAL PDZ FP-2 = CAL PDZ (human) peptide binding inhibition | inhibition, % at 24.9 µM | AID 602252 | Q9HD26 | purified CAL PDZ, TMR-peptide fluorescence polarization, 1 h | 300,000 compounds, 0.92% hits;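 active = mean inhibition of at least 30% with at least half of replicates also reaching 30%; inconclusive = no clear call, values can overlap the other calls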;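 note: 0% = DMSO neutral control and 100% = excess unlabeled competitor peptide PRC23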
Tat transport = E. coli Tat transport inhibition. AID 488895. inhibition, % at 10 µM. 340,000 compounds, 0.036% hits. E. coli MC4100 TorA-mCherry Tat export, fluorescence;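 active = mean replicate inhibition at least 50% and at least half of replicates individually reaching 50%; inconclusive = only one of the two criteria met; inactive = neither criterion met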;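 note: exported cargo escapes ClpAP degradation while cytoplasmic cargo is degraded and loses fluorescence; 0% = median of neutral control wells and 100% = median of NaSCN control wells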
Starred values were filed as active, the others as inactive; ? = inconclusive; nt = no result given.

SMILES	MITF TRPM1 HTS	Wnt act	phage Ecoli inh	CAL PDZ FP-1	AddAB inh	SR-BI DiI-HDL act	SR-BI DiI inh	Ecoli viability	CAL PDZ FP-2	Tat transport
Cc1[nH]c2ccccc2c1SCCNC(=O)c1ccc(Br)o1	4.3	-2.8	2.7	-0.2	1.3	-38.2	38.2	1.4	-4.8	-1.2
CC1(C)CC(=O)C=C(Nc2ccc(F)cc2F)C1	-15.6	nt	0.4	-0.4	2.2	4.9	-4.9	-1.3	-1.3	-5.7
Cn1c(-c2ccccc2Br)n[nH]c1=S	4.4	nt	1.0	-0.5	-1.6	31.7	-31.7	-0.4	-3.6	-6.9
CCOc1cccc2sc(N(CCN(C)C)C(=O)c3ccc4c(c3)OCCO4)nc12	2.8	0.9	-0.2	-4.1	1.3	-56.1	56.1	-1.7	-0.2	5.7
CCNc1sc(C(=O)c2cccs2)c(N)c1C#N	2.5	-1.2	-1.4	-2.1	2.9	nt	nt	-1.4	3.0	-4.2
CN1CCC(=O)N(CCSc2ccc(Br)cc2)CC1	33.3	-0.4	0.6	-1.2	3.9	25.0	-25.0	-1.9	-2.8	1.6
CCOc1ccc(NC(=O)CN2CCN(CC(=O)Nc3ccc4c(c3)OCCO4)CC2)cc1	-6.0	-1.8	-1.0	-0.5	0.9	-47.2	47.2	-3.9	-5.1	-0.8
CC(CO)N1CCS(=O)(=O)CC1 (centres undefined)	-3.3	nt	2.0	0.1	1.2	-14.6	14.6	-1.5	-7.7	5.9
Cc1ccc(C)c(Oc2cc(NN3CCCCC3)c([N+](=O)[O-])cc2[N+](=O)[O-])c1	2.2	-1.3	0.0	-0.9	1.6	7.5	-7.5	1.4	3.9	-6.3
CCOC1(c2ccccc2)OC(=O)c2ccccc21 (centres undefined)	-6.2	-1.6	4.2	0.2	2.2	46.2	-46.2	0.6	-2.1	5.5
O=Cc1cnc(N2CCN(Cc3ccccc3)CC2)s1	22.0	-1.2	5.1	-0.4	-1.6	19.5	-19.5	0.3	nt	0.8
Cc1cc(Cl)c2oc(C(=O)N(C)CCCCN3CCOCC3)c(C)c2c1	-8.3	-2.9	1.6	-24.8	-0.6	nt	nt	-0.4	-4.2	-4.5
CC(C)Cn1c(=S)[nH]c2ccccc2c1=O	-14.8	-0.3	2.6	0.2	4.2	-14.4	14.4	1.6	nt	-4.0
CCOC(=O)c1cc(-c2ccc(OC)cc2)n(CCC(=O)NCCN2CCC(C)CC2)c1C	12.5	18.0	5.3	-1.8	-0.7	-13.0	13.0	-1.6	0.2	-1.7
O=C(Nc1cccc(F)c1)N1CC=C(n2c(=O)[nH]c3ccccc32)CC1	-5.0	nt	3.0	-2.1	5.1	-20.3	20.3	1.0	-4.7	4.1
O=C(NCc1n[nH]c(=S)n1-c1cccc(C(F)(F)F)c1)c1ccc(S(=O)(=O)N2CCCCC2)cc1	nt	1.9	0.5	-3.3	3.7	nt	nt	1.8	-1.9	-11.8
Cc1c(C(=O)Oc2cccc3ccccc23)cnn1-c1ccccc1	33.6	nt	4.2	-2.3	1.0	nt	nt	3.7	-1.6	7.9
CC(C(=O)NC(c1ccccc1)c1ccccc1)N1CCOCC1 (centres undefined)	-2.3	0.5	1.0	-1.5	1.7	nt	nt	-0.4	2.5	-4.8
CC(C)(C)c1cc(NS(=O)(=O)c2ccc3c(c2)OCCO3)on1	-4.6	-1.5	2.0	-0.8	-1.5	15.2	-15.2	0.4	-5.8	?
Cc1cn(C2CC(O)C(CO)O2)c(=O)n(CCCc2ccccc2)c1=O (centres undefined)	6.5	-3.4	2.9	-0.4	nt	-2.8	2.8	nt	-2.4	-7.1
O=C(CCNS(=O)(=O)c1cccc2nonc12)N1CCN(c2cccc(Cl)c2)CC1	-15.0	nt	2.3	0.0	2.9	-58.5	58.5	0.5	0.3	-5.8
COc1cc(/C=C/C(C)=O)cc(OC)c1OC	0.6	-3.6	2.1	-1.3	1.2	-14.8	14.8	-1.4	0.1	5.5
Cc1cc(C(C)(C)C)c(OC(=O)[C@@H]2OC(c3ccccc3)=C[C@H]2c2ccccc2)c(C(C)(C)C)c1	-3.7	-5.1	2.2	0.0	-1.2	5.4	-5.4	-0.4	2.3	3.6
COc1cc2c(cc1OC)CN(CC(=O)Nc1ccc3c(c1)OC(F)(F)O3)CC2	19.2	nt	2.4	-1.1	-2.3	22.4	-22.4	0.6	-1.2	3.7
CC(C)Cn1c(=O)c(C(=O)NCc2ccc3c(c2)OCO3)c(O)c2ccccc21	-10.2	-0.6	-0.1	-0.3	10.6	nt	nt	5.3	-11.4	2.6
C=CCNc1nc2c(c(=O)[nH]c(=O)n2C)n1CC(O)COc1ccc2ccccc2c1 (centres undefined)	-11.2	-0.3	-0.4	-0.4	nt	0.5	-0.5	nt	nt	-10.7
CCN(CC)C(=O)[C@H]1CC(CC(=O)NCc2cccc(C(F)(F)F)c2)C(=O)N2CCc3c([nH]c4ccccc34)[C@]12C (some centres undefined)	-4.2	-1.9	0.4	-0.4	0.0	nt	nt	-4.3	-3.3	14.2
O=C(/C=C/c1ccccc1)NCCc1ccccc1	nt	1.0	5.1	0.5	4.0	1.5	-1.5	0.2	-0.1	12.4
O=c1cnn(Cc2c(Cl)cccc2Cl)c2ccccc12	2.1	-1.5	2.1	-5.1	6.5	-0.5	0.5	-0.4	-5.5	-2.6
CCCNC(=O)COC(=O)c1cccnc1Nc1ccccc1F	-1.5	14.3	2.1	-1.5	1.9	-13.5	13.6	-2.0	0.2	19.0
CC(=O)c1ccc(NC(=O)COC(=O)CCC(=O)c2cccs2)cc1	5.9	-1.3	3.2	-1.2	2.8	269.9*	-269.9	-1.3	2.8	-3.1
CCCn1c(C)cc(/C=C(\C#N)C(=O)OCC(=O)NC(=O)NC(C)(C)C)c1C	-2.5	nt	0.0	-0.4	0.7	-21.5	21.5	-0.9	-4.0	4.1
Cc1ccnc(NC(=O)CCC(=O)N(CC(=O)NCc2ccc(F)cc2)CC2CCCO2)c1 (centres undefined)	-5.6	-1.0	2.1	0.5	0.9	18.3	-18.3	1.4	7.0	-7.5
Clc1ccc(CNc2ccc3nnc(-c4ccccc4)n3n2)cc1	1.4	-4.1	1.4	-0.2	0.2	10.8	-10.8	-0.3	-2.0	-2.7
NS(=O)(=O)c1ccc(CCn2c(=S)[nH]c3ccccc3c2=O)cc1	2.1	1.7	0.5	-3.5	1.5	1.7	-1.7	-1.6	-3.0	-5.7
O=S(=O)(Nc1cc(Sc2cccc3cccnc23)c(O)c2ccccc12)c1ccc(F)cc1	nt	-0.6	3.5	nt	-5.8	nt	nt	-7.8	nt	nt
O=S(=O)(NCCC1=CCCCC1)c1cccc(S(=O)(=O)N2CCOCC2)c1	9.7	-2.5	2.5	0.1	1.4	-36.8	36.8	-1.2	-2.0	8.9
CC[C@H](CO)Oc1cc(NCc2ccc(Cl)c(Cl)c2)c2ncn(C(C)C)c2c1	0.4	-1.4	2.8	0.7	1.4	-17.5	17.5	0.5	-2.5	9.5
Clc1ccc(C2=NCCN2)cc1	8.0	-2.7	4.6	-1.1	1.8	26.7	-26.7	-0.1	-8.0	-13.0
CCOC(=O)C1(CC2CCCCO2)CCN(C(=O)NCc2ccccc2)CC1 (centres undefined)	-1.0	-0.7	2.8	0.3	-0.3	-47.0	47.0	-2.2	0.4	-0.3
COc1ccc(/C=N/NC(=O)c2cc(C)n(-c3ccccc3)c2C)cc1OC	34.2	-3.4	3.7	-1.5	0.9	-29.4	29.4	1.8	-3.3	-9.4
CCCCCCCNC(=O)CN1N=C(c2ccc(C)cc2)CCC1=O	-7.0	-0.9	1.8	-0.9	-2.1	-19.7	19.7	0.1	-12.7	10.3
Cc1ccc(NC2Sc3ccccc3NC2=O)cc1 (centres undefined)	73.3	8.8	1.8	-1.9	0.2	2.4	-2.4	0.0	nt	5.7
CC(C)c1nc2sc3c(=O)n(N)cnc3c2c2c1COC(C)(C)C2	5.2	nt	3.4	-1.2	3.8	-12.0	12.0	1.5	-6.2	-5.6
CC(=O)Oc1ccc(C(=O)[C@H]2[C@H]3C(=O)N(c4ccc(C)cc4)C(=O)[C@H]3[C@@H]3C=CC=NN32)cc1	4.5	13.5	2.8	-2.0	-1.9	8.1	-8.1	-2.7	-1.4	8.8

Four compounds from above with just Ecoli viability and AddAB inh.
mol | Ecoli viability | AddAB inh
CCCCCCCNC(=O)CN1N=C(c2ccc(C)cc2)CCC1=O | 0.1 | -2.1
CCOC(=O)C1(CC2CCCCO2)CCN(C(=O)NCc2ccccc2)CC1 (centres undefined) | -2.2 | -0.3
Clc1ccc(C2=NCCN2)cc1 | -0.1 | 1.8
Cc1ccc(NC2Sc3ccccc3NC2=O)cc1 (centres undefined) | 0.0 | 0.2

(continued)
SMILES	MITF TRPM1 HTS	Wnt act	phage Ecoli inh	CAL PDZ FP-1	AddAB inh	SR-BI DiI-HDL act	SR-BI DiI inh	Ecoli viability	CAL PDZ FP-2	Tat transport
COc1cccc(NC(=O)CN(C)C(=O)Cc2ccc3c(c2)OCCO3)c1	2.5	-1.5	-0.5	-2.3	nt	5.7	-5.7	nt	-4.4	-10.1
Cc1cc(/C=N/NC(=O)c2ccccn2)c(C)n1-c1cccc([N+](=O)[O-])c1	32.4	5.7	4.1	0.2	1.4	-67.3	67.3	0.0	-0.2	5.1
Cc1ccc(C)c2[nH]c(=O)c(CN(Cc3cccnc3)C(=S)NCc3ccco3)cc12	-4.7	-4.8	0.6	-3.3	0.5	nt	nt	0.8	-2.9	9.8
O=C(/C=C/c1cccc(Cl)c1)NCc1ccncc1	12.1	-1.7	3.0	-2.4	-1.1	-1.1	1.1	-2.2	-3.3	-5.0
CCOC(=O)c1ccc(S(=O)(=O)N2CCN(c3ccccn3)CC2)cc1	-2.9	-3.9	-4.6	-2.7	1.3	5.4	-5.4	-0.2	-2.3	1.5
COc1ccc(C)cc1NC(=O)CCS(=O)(=O)c1cccc2nonc12	-3.0	-3.8	3.5	-1.0	3.1	-24.4	24.4	1.8	0.6	-5.1
COc1ccc(C(=O)/C=C/c2ccc(OCc3ccccc3)cc2)cc1CSCC(=O)O	-5.4	0.6	2.4	-6.1	nt	-7.6	7.6	nt	-6.8	14.9

High-throughput results deposited in PubChem BioAssay by several laboratories.
